Rtt109 HAT inh – C. albicans Rtt109 histone acetyltransferase inhibition | purified Rtt109/Vps75, ThioGlo CoA-SH fluorescence, 4 h | inhibition, % at 34.9 µM | 0.16% of 330,000 active;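 active = inhibition of at least 50% in every replicate; inconclusive = best replicate reaches 50% inhibition but some replicates fall short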
Target sequence (Q5AAJ8 whole entry, looked up): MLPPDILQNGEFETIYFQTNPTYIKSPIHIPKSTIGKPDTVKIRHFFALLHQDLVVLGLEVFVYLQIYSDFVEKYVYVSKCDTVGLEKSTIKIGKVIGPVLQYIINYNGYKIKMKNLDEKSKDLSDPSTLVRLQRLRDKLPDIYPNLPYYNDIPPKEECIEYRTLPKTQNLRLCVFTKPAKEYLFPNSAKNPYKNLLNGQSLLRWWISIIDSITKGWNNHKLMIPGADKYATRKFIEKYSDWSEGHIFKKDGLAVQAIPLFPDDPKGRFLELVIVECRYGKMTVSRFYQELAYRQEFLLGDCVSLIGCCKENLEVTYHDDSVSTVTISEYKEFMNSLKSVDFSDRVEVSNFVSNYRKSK
Tat transport – E. coli Tat transport inhibition; inhibition, % at 10 µM; AID 488895; 0.036% of 340,000 active; E. coli MC4100 TorA-mCherry Tat export, fluorescence;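 active = mean replicate inhibition at least 50% and at least half of replicates individually reaching 50%; inconclusive = only one of the two criteria met; inactive = neither criterion met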;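 also: exported cargo escapes ClpAP degradation while cytoplasmic cargo is degraded and loses fluorescence; 0% = median of neutral control wells and 100% = median of NaSCN control wells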
E coli growth – bacterial growth inhibition, counter-screen for AddAB inhibitors | E. coli V3065 growth, OD600 absorbance, 18 h | inhibition, % at 11.9 µM | 0.27% of 330,000 active;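 active = inhibition above the campaign's mean inhibition across all tested compounds plus 3 SD, cut at about 9.9% in these data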;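 also: uninfected addAB+ strain grown without phage in ampicillin broth; 0% = DMSO wells and 100% = ciprofloxacin 0.95 µg/ml wells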
DAGLB inhibitor – blocks human DAGLB lipase activity. inhibition, % at 5.17 µM. HEK293T DAGLB membrane lysate, EnzChek fluorogenic substrate. 0.059% of 340,000 active. Q8NCG7; in the data active = inhibition above about 34%;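 also: 0% = enzyme with vehicle and 100% = wells lacking enzyme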
Target sequence (Q8NCG7 whole entry, looked up): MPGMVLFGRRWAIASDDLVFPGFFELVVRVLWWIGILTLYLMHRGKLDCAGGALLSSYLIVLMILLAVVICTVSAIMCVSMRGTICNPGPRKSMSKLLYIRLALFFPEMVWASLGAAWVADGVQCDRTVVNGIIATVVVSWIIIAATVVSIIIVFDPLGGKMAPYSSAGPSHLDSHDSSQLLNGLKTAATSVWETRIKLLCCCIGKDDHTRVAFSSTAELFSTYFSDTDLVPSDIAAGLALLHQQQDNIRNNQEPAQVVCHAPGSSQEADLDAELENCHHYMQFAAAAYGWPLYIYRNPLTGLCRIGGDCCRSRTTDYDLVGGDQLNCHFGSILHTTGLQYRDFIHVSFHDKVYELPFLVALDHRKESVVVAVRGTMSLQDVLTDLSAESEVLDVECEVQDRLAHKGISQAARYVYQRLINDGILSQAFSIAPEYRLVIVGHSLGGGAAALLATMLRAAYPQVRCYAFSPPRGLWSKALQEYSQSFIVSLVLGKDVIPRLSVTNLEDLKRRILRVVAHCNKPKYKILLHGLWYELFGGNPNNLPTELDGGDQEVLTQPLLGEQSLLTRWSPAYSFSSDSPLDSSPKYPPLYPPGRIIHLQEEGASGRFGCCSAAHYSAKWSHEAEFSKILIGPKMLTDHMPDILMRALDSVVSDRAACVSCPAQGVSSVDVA
phage Ecoli inh – E. coli growth loss with phage present. AID 651602. 0.26% of 360,000 active. inhibition, % at 11.9 µM. growth absorbance; in the data active = inhibition above about 11%
CAL PDZ FP – human CAL PDZ-peptide interaction inhibition; Q9HD26; purified CAL PDZ, TMR-peptide fluorescence polarization, 1 h; inhibition, % at 20 µM; 0.02% of 330,000 active;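 active = highest replicate inhibition of at least 40%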;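 also: plate controls were DMSO neutral control wells for no effect and unlabeled competitor peptide control wells for full effect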
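Test system: tagged CAL PDZ domain / Buffer or medium: sodium phosphate/NaCl buffer pH 7.4 with TCEP, IgG, Thesit / Reagent: TMR-labelled reporter peptide T*-PRC34 bound in PDZ groove / Compound dosing: single point, 20 µM / Schedule: 1 h incubation at room temperature before polarization reading / Technique: fluorescence polarization (mP) / Benchmarks: unlabelled peptide, DMSO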
Wnt act – activators of Wnt/beta-catenin signaling; Wnt/beta-catenin reporter cell assay, activator, plate reader; activation, % at 9.35 µM; 1.2% of 300,000 active; AID 743398; in the data active = activation above about 30%, passing the limit was not always enough; inconclusive = no clear call, values can overlap the other calls;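 also: 0% = neutral control wells and 100% = positive control wells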
PvdQ acylase – blocks Pseudomonas aeruginosa PvdQ acylase activity. inhibition, % at 10 µM. purified PvdQ acylase, fluorescence plate reader. 0.063% of 340,000 active; in the data active = inhibition above about 30%, passing the limit was not always enough; inconclusive = no clear call, values can overlap the other calls;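 also: 0% = vehicle neutral wells and 100% = reference inhibitor wells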
AddAB inh – less growth of phage-infected E. coli with AddAB; E. coli expressing H. pylori AddAB, absorbance growth; inhibition, % at 11.9 µM; 0.29% of 330,000 active; AID 435030; in the data active = inhibition above about 12%;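 also: 0% = vehicle wells of infected cells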
PfHsp90 yeast 2 – growth inhibition of yeast expressing Plasmodium Hsp90 | S. cerevisiae expressing PfHsp90, BacTiter-Glo ATP, 48 h; yeast lacking PDR1 and PDR3 efflux regulators | inhibition, % at 9.4 µM | 0.32% of 310,000 active;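 active = every replicate shows inhibition above about 80%, whatever the replicate mean, limit read from the data; inconclusive = mean inhibition reaches the set limit but some replicate falls short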;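 also: 0% = DMSO neutral controls and 100% = 20 µM radicicol positive controls; yeast relying on Plasmodium falciparum Hsp90 in place of its own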
* = called active by the depositor; ? = inconclusive; / = no result given.

SMILES	Rtt109 HAT inh	Tat transport	E coli growth	DAGLB inhibitor	phage Ecoli inh	CAL PDZ FP	Wnt act	PvdQ acylase	AddAB inh	PfHsp90 yeast 2
COc1ccccc1CNC(=O)N1CCN(c2ccccc2Cl)CC1	-6	3	1.5	-12	1.6	-1.5	-3	-13	3.1	8
Cc1ccc(SCc2cc(-c3ccc(Cl)cc3)no2)cc1	0	-17	-1.1	-22	4.1	-2.0	/	-11	1.9	10
CC(=NCCc1c(C)[nH]c2ccc(OCc3ccccc3)cc12)C1=C(O)CC(c2ccccc2)CC1=O (configuration not stated)	0	-2	-3.2	-2	1.0	-1.7	-2	-12	-0.2	6
CC(C)(Oc1ccc(C2CC2(Cl)Cl)cc1)C(=O)O (configuration not stated)	-1	-7	1.4	3	3.5	-0.6	-2	-5	-0.4	-8
COc1cc2nc(=S)n(CCCN3CCOCC3)c(N)c2cc1OC	?	12	/	-1	/	-1.8	/	1	/	/
Nc1nc(NCC2CCCO2)nc(NCC2CCCO2)c1[N+](=O)[O-] (configuration not stated)	-1	-2	-3.0	1	0.9	0.1	/	-16	3.1	4
COCCn1c(C)nnc1SCC(=O)Nc1ccccc1[N+](=O)[O-]	-7	-2	-1.3	-1	5.2	-2.7	51*	-11	3.7	-30
O=C(NCC1CCCO1)c1cc(S(=O)(=O)Nc2ccc(Br)cc2)ccc1Cl (configuration not stated)	-3	6	1.2	4	2.6	-1.7	-3	-4	-1.2	-1
CCCCCCCCCCOC(=O)c1csc2nnsc12	9	-1	-0.5	-1	2.0	-0.3	-3	-6	2.6	/
CC1=NN(C(=O)Cc2ccc(C)cc2)C(O)(c2cccnc2)C1 (configuration not stated)	7	-3	-3.1	3	0.4	-0.3	/	-8	2.3	/
CCOc1cc2c(cc1OCC)CN(C(=O)c1cccc(S(=O)(=O)N3CCCC3)c1)CC2	6	-2	1.2	-1	1.8	-1.0	-1	-6	1.4	-5
CC(C)(C)OC(=O)N1CC(O)CC1C(=O)OCC(=O)c1ccc(Cl)cc1 (configuration not stated)	3	-4	-2.8	-3	3.0	0.0	-2	-11	1.7	-15
CC(C)Cn1c(N)c(C(=O)COC(=O)c2ccc(O)cc2)c(=O)n(C)c1=O	-1	-3	-1.1	-1	4.1	-0.3	-4	-13	1.5	-14
Cc1ccn2c(Nc3ccc4c(c3)OCO4)c(-c3ccc(O)cc3)nc2c1	7	4	3.2	2	0.4	-1.4	11	-13	-0.1	35
CC(=O)c1sc(NC(=O)CCS(=O)(=O)c2ccc(Cl)cc2)nc1C	-27	-1	-1.2	1	-3.2	-0.9	1	-12	-0.3	10
O=C(NCc1cccs1)Nc1cccc(Cl)c1	-2	?	0.1	-3	2.9	-2.8	/	6	0.9	-11
CC(=O)Nc1nonc1NC(=O)CSc1ccccn1	2	-10	-4.2	0	-0.3	0.5	-3	-1	-1.8	21
COc1ccc(CC(=O)NC2CCCCCC2)c(OC)c1	-3	-3	-0.1	-1	1.4	-3.9	0	-16	-1.0	21
CC(=O)C1C(c2cccc(F)c2)NC(=O)NC1(O)C(F)(F)F (configuration not stated)	-9	-2	-2.3	0	2.8	-1.0	-3	-13	1.6	29
O=C(O)c1csc(N/N=C/c2ccc(Br)cc2)n1	5	-2	/	5	4.9	-1.4	-1	-10	/	-10
Cc1cc(NCC(C)C)n2ncnc2n1	2	11	0.1	3	3.0	/	6	-12	4.2	/
O=C(O)CSc1nc2ccccc2n1-c1ccccc1	-7	8	0.9	-1	0.0	-0.5	0	-3	4.6	-16
CC(C)c1ccc(C(=O)CN2C(=O)NC3(CCc4ccccc43)C2=O)cc1 (configuration not stated)	15	?	2.1	0	2.5	-1.5	2	-1	1.3	12
CCOP(=O)(c1ccc(N(C)C)cc1)C(O)c1ccccc1OC (configuration not stated)	0	-7	-1.9	1	2.5	-0.4	/	-18	-1.6	/
O=C(O)Cn1c(=O)c(-c2ccccc2)nc2ccccc21	-10	-4	-0.8	0	0.2	-2.3	2	-11	3.1	-16

An excerpt of these results, bar-delimited:
SMILES | Rtt109 HAT inh | Tat transport | E coli growth | DAGLB inhibitor | phage Ecoli inh | CAL PDZ FP | Wnt act | PvdQ acylase | AddAB inh | PfHsp90 yeast 2
Cc1ccn2c(Nc3ccc4c(c3)OCO4)c(-c3ccc(O)cc3)nc2c1 | 7 | 4 | 3.2 | 2 | 0.4 | -1.4 | 11 | -13 | -0.1 | 35
CC(=O)c1sc(NC(=O)CCS(=O)(=O)c2ccc(Cl)cc2)nc1C | -27 | -1 | -1.2 | 1 | -3.2 | -0.9 | 1 | -12 | -0.3 | 10
O=C(NCc1cccs1)Nc1cccc(Cl)c1 | -2 | ? | 0.1 | -3 | 2.9 | -2.8 | / | 6 | 0.9 | -11
CC(=O)Nc1nonc1NC(=O)CSc1ccccn1 | 2 | -10 | -4.2 | 0 | -0.3 | 0.5 | -3 | -1 | -1.8 | 21
COc1ccc(CC(=O)NC2CCCCCC2)c(OC)c1 | -3 | -3 | -0.1 | -1 | 1.4 | -3.9 | 0 | -16 | -1.0 | 21
CC(=O)C1C(c2cccc(F)c2)NC(=O)NC1(O)C(F)(F)F (configuration not stated) | -9 | -2 | -2.3 | 0 | 2.8 | -1.0 | -3 | -13 | 1.6 | 29
O=C(O)c1csc(N/N=C/c2ccc(Br)cc2)n1 | 5 | -2 | / | 5 | 4.9 | -1.4 | -1 | -10 | / | -10
Cc1cc(NCC(C)C)n2ncnc2n1 | 2 | 11 | 0.1 | 3 | 3.0 | / | 6 | -12 | 4.2 | /
O=C(O)CSc1nc2ccccc2n1-c1ccccc1 | -7 | 8 | 0.9 | -1 | 0.0 | -0.5 | 0 | -3 | 4.6 | -16
CC(C)c1ccc(C(=O)CN2C(=O)NC3(CCc4ccccc43)C2=O)cc1 (configuration not stated) | 15 | ? | 2.1 | 0 | 2.5 | -1.5 | 2 | -1 | 1.3 | 12
CCOP(=O)(c1ccc(N(C)C)cc1)C(O)c1ccccc1OC (configuration not stated) | 0 | -7 | -1.9 | 1 | 2.5 | -0.4 | / | -18 | -1.6 | /
O=C(O)Cn1c(=O)c(-c2ccccc2)nc2ccccc21 | -10 | -4 | -0.8 | 0 | 0.2 | -2.3 | 2 | -11 | 3.1 | -16

Back to the main list, repeating the 2 entries before the break.
SMILES	Rtt109 HAT inh	Tat transport	E coli growth	DAGLB inhibitor	phage Ecoli inh	CAL PDZ FP	Wnt act	PvdQ acylase	AddAB inh	PfHsp90 yeast 2
CCOP(=O)(c1ccc(N(C)C)cc1)C(O)c1ccccc1OC (configuration not stated)	0	-7	-1.9	1	2.5	-0.4	/	-18	-1.6	/
O=C(O)Cn1c(=O)c(-c2ccccc2)nc2ccccc21	-10	-4	-0.8	0	0.2	-2.3	2	-11	3.1	-16
C(=N\n1cnnc1)/c1ccc(N2CCOCC2)s1	8	-1	-1.0	-3	0.4	-0.5	/	-8	-0.2	-5
COc1ccc(CCNC(=O)c2cc(-c3ccccn3)nc3ccccc23)cc1	-3	3	-3.2	-4	2.0	-2.0	0	-5	-0.1	6
Cc1cccc(C)c1N(Cc1ccccc1F)S(C)(=O)=O	-1	-36	-0.3	/	3.0	-1.0	-1	-7	2.0	21
CCOC(=O)c1nn(-c2ccccc2)c2nc(-c3ccc(OC)cc3)c(C#N)c(=O)n12	-4	1	0.5	-2	4.4	-2.7	-1	-8	-0.7	34
COc1ccccc1N1CCN(/N=C(\C)c2ccc(O)cc2)CC1	5	0	-0.6	-3	-0.4	0.7	1	-14	1.1	8
CC(C)c1ccc(NC2CCCN(C(=O)CCN3CCCO3)C2)cc1 (configuration not stated)	-2	-14	0.2	0	1.4	-2.9	1	-17	5.4	-1
COc1ccc(Nc2nc3ccccc3nc2NS(=O)(=O)c2cccs2)cc1	0	-6	0.3	8	2.6	-2.2	-3	-7	2.3	-90
COc1ccc(NC(=O)N2CCc3ccccc3C2)cc1	-5	7	/	-1	5.0	-1.6	1	-7	/	9
O=C(Nc1ncccc1O)c1ccc(Cl)c(S(=O)(=O)N2CCCCCC2)c1	2	-4	3.0	1	2.5	-2.1	-2	-14	0.3	/
O=C1CCc2cc(S(=O)(=O)Nc3ccc(F)cc3)ccc2N1	8	-7	0.0	-1	3.2	0.8	-2	8	2.5	-6
CC1CCc2c(sc(NS(=O)(=O)c3ccccc3)c2C(=O)OC(C)C)C1 (configuration not stated)	9	-1	0.0	-2	1.9	-1.6	/	-9	1.8	10
Cc1nc2ccccc2c(=O)n1CCCn1ccnc1	-4	-1	1.2	-3	1.3	-0.1	/	-15	1.0	8
Cn1c(Sc2ccc(C(F)(F)F)cc2[N+](=O)[O-])nnc1-c1ccccc1	-1	-15	-0.2	0	2.8	0.1	-1	-15	2.2	-30
CCOc1ccc(-n2c(SCC(=O)Nc3nccs3)nnc2-c2ccoc2C)cc1	-10	-5	-0.1	4	-0.5	-2.4	1	6	1.8	-3
CN1CCN(C(=O)/C=C/c2ccc(Cl)c(Cl)c2)CC1	-1	-9	1.7	1	2.3	-1.4	2	-5	-1.4	8
COC(=O)c1ccc(COc2ccccc2/C=N/NC(N)=O)o1	/	/	1.9	/	1.5	/	-1	/	5.1	/
O=C(Nc1ccccc1)N(Cc1ccccc1)Cc1ccccc1	4	6	-0.9	-8	2.0	-0.9	/	-17	-0.3	/
COc1ccccc1N1CCN(C(=O)C(C)N(c2ccc(C)c(C)c2)S(C)(=O)=O)CC1 (configuration not stated)	2	0	-2.2	-1	2.8	-1.9	-2	-4	5.1	-1
O=C(CSCc1ccc(Cl)cc1)NCC1CCCO1 (configuration not stated)	3	-6	-0.6	0	1.1	-0.9	-6	-4	-0.3	-30
COc1ccc(/C(C)=N/N=C2/NC(=O)CC(C(=O)O)S2)cc1 (configuration not stated)	-18	-5	-2.3	-2	2.9	0.1	-1	7	-0.7	-17
O=C(N/C(=C/c1cccc([N+](=O)[O-])c1)C(=O)N1CCCCCC1)c1ccco1	-6	-5	1.5	-2	0.9	-2.2	-1	4	-0.8	2
O=C(/C=C/c1ccccc1)NC(=S)Nc1cccnc1	3	-22	1.6	-2	1.7	-0.8	/	0	0.6	8
NC(=O)c1c(NC(=O)C2COc3ccccc3O2)sc2c1CCN(Cc1ccccc1)C2 (configuration not stated)	3	4	0.6	3	-0.1	0.6	-1	-2	0.3	-40
COc1ccc(NC(=O)c2sccc2C)cn1	5	1	3.2	-1	3.6	-0.5	6	2	1.8	12
O=C(CC1COc2ccccc2O1)NCCc1ccccc1 (configuration not stated)	-13	6	1.3	-3	5.8	-1.7	/	-4	0.5	-8
CCOC(=O)Cc1cnc(NC(=O)CSc2nc(C)cc(C)n2)s1	3	2	-0.7	0	5.6	-2.4	3	-13	-2.1	-3
O=S(=O)(c1cccs1)N1CCC(Cc2ccccc2)CC1	-3	5	1.3	-18	2.0	-6.0	/	-16	0.3	1

Screening results (PubChem BioAssay)
